Screening data from PubChem BioAssay.
Growth percent in the NCI-60 one-dose screen (48 h, 10 µM unless noted): 100 = growth as untreated, 0 = no growth, -100 = all killed.
MALME-3M – MALME-3M melanoma | hit rate 5.8% among 78,000 | AID 1794766
HS 578T – HS 578T breast cancer; hit rate 4.1% among 78,000; AID 1794788
MCF7 – MCF7 breast cancer; hit rate 6.3% among 82,000; AID 1794796
BT-549 – BT-549 breast cancer; hit rate 4.4% among 78,000
LOX IMVI – LOX IMVI melanoma. AID 1794757. hit rate 7.4% among 79,000
UACC-257 – UACC-257 melanoma. hit rate 4.4% among 78,000
T-47D – T-47D breast cancer; hit rate 5% among 79,000
UACC-62 – UACC-62 melanoma | hit rate 5.4% among 81,000
The depositor's hits bear a star; & = joins results of further samples. The calls were made as follows: active = growth percent below 10; inactive = the rest. Compounds as they come, and some 11% of all compounds hit somewhere here.

What do the screens show for `COc1cc(/C=N\NC(=O)c2c(C)nn(CC(O)c3ccccc3)c2N)ccc1OC(F)F` (stereo unspecified)?
MALME-3M: 109.8; HS 578T: 99.3; MCF7: 87.3; BT-549: 114.7; LOX IMVI: 97.9; UACC-257: 105.6; T-47D: 97.7; UACC-62: 96.2

What do the screens show for `CCOC(=O)/C(C)=N/N`?
MALME-3M: 91.2; HS 578T: 106.3; MCF7: 83.8; BT-549: 111.4; LOX IMVI: 99.5; UACC-257: 94.1; T-47D: 111.1; UACC-62: 107.0

Results for C/C(=C\CSc1ncccc1C(=O)O)CCCC(C)CCCC(C)CCCC(C)C (stereo unspecified) ?
MALME-3M: 82.9; HS 578T: 80.3; MCF7: 72.3; BT-549: 112.3; LOX IMVI: 40.3; UACC-257: 93.6; T-47D: 86.6; UACC-62: 58.2

How did COc1ccc(CCN2C(=O)CSC2=S)cc1 do in these assays?
MALME-3M: 98.0; HS 578T: 99.4; MCF7: 24.2; BT-549: 112.1; LOX IMVI: 30.3; UACC-257: 98.9; T-47D: 50.7; UACC-62: 94.2

What do the screens show for `O=C(c1ccccc1)c1c(/C=C/c2ccc(Cl)cc2)nc2ccccc2c1/C=C/c1ccc(Br)cc1`?
MALME-3M: 99.0; HS 578T: 94.2; MCF7: 93.2; BT-549: 107.1; LOX IMVI: 91.0; UACC-257: 96.8; T-47D: 95.8; UACC-62: 89.9

How did OCC(O)C(O)C(O)C(O)C(SCc1ccccc1)SCc1ccccc1 (stereo unspecified) do in these assays?
MALME-3M: 105.6&90.0; HS 578T: 106.3&98.9; MCF7: 91.2&95.0; BT-549: 109.4&110.8; LOX IMVI: 101.0&92.1; UACC-257: 104.9&93.7; T-47D: 103.3&95.3; UACC-62: 107.7&89.3

What do the screens show for `Cn1c(=O)c2c(nc(NC3=NS(=O)(=O)c4ccccc43)n2Cc2ccccc2)n(C)c1=O`?
MALME-3M: 109.4; HS 578T: 96.5; MCF7: 88.7; BT-549: 105.8; LOX IMVI: 95.6; UACC-257: 108.9; T-47D: 115.3; UACC-62: 91.5

Results for C(=C\c1cc(/C=C/c2ccccc2)c2ccccc2n1)/c1ccccc1 ?
MALME-3M: 90.5; MCF7: 37.3; BT-549: 125.9; UACC-257: 98.5; T-47D: 78.3; UACC-62: 93.4

Results for O=S(=O)(O)Cc1c(O)ccc2ccccc12 ?
MALME-3M: 105.7; HS 578T: 100.4; MCF7: 105.7; BT-549: 110.4; LOX IMVI: 98.7; UACC-257: 84.3; T-47D: 95.1; UACC-62: 103.6

Results for COc1cc(/C=C/C(=O)C2=C(C#N)C(=C(C#N)C#N)NC2(O)/C=C/c2ccc(O)c(OC)c2)ccc1O (stereo unspecified) ?
MALME-3M: 84.1; HS 578T: 79.0; BT-549: 91.4; LOX IMVI: 94.9; UACC-257: 82.2; T-47D: 83.8; UACC-62: 96.1

How did COc1ccc(C2=CCCC2)cc1 do in these assays?
MALME-3M: 89.0; HS 578T: 106.4; MCF7: 100.3; BT-549: 90.8; LOX IMVI: 93.3; UACC-257: 91.0; T-47D: 101.2; UACC-62: 102.5

Results for Nc1cnc(=S)[nH]c1N ?
MALME-3M: 113.4; HS 578T: 125.8; MCF7: 97.7; BT-549: 97.2; LOX IMVI: 98.0; UACC-257: 101.7; T-47D: 105.8; UACC-62: 109.2

Results for C=CCN(CC=C)CCN1C(=O)c2c(c3c4ccccc4n(C4CC(O)C(O)C(C)O4)c3c3[nH]c4ccccc4c23)C1=O (stereo unspecified) ?
MALME-3M: 90.1; HS 578T: 80.6; MCF7: 42.4; BT-549: 80.1; LOX IMVI: 65.5; UACC-257: 91.5; T-47D: 57.7; UACC-62: 75.2

What do the screens show for `CC(C)C(C(=O)O)n1c(O)c(/C=C2/C=c3cc4c(cc3=NC2=O)OCCO4)sc1=S` (stereo unspecified)?
MALME-3M: 95.4; HS 578T: 91.8; MCF7: 89.9; BT-549: 105.4; LOX IMVI: 100.0; UACC-257: 100.9; T-47D: 92.1; UACC-62: 98.3

How did CCCS(=O)(=O)Oc1ccc(-c2cn3ccoc3n2)cc1 do in these assays?
MALME-3M: 106.2; HS 578T: 109.9; MCF7: 92.9; BT-549: 112.5; LOX IMVI: 97.4; UACC-257: 103.9; T-47D: 109.2; UACC-62: 92.2

Results for CCOC(=O)c1c(NC(=S)Nc2ccccc2)sc2c1CCC(=O)C2 ?
MALME-3M: 103.4; HS 578T: 98.5; MCF7: 67.8; BT-549: 68.3; LOX IMVI: 67.0; UACC-257: 93.7; T-47D: 51.9; UACC-62: 82.0

What do the screens show for `CC1=N/C(=C\c2cccc(C#N)c2)C(=O)O1`?
MALME-3M: 99.3; HS 578T: 104.4; MCF7: 99.8; BT-549: 110.7; LOX IMVI: 99.1; UACC-257: 108.1; T-47D: 96.2; UACC-62: 104.5

Results for CN(CCc1ccccc1)C(=S)N(C(=O)c1ccc([N+](=O)[O-])cc1)c1ccc(Cl)cc1 ?
HS 578T: 95.2; MCF7: 33.0; LOX IMVI: 61.3; UACC-257: 100.8; T-47D: 68.0; UACC-62: 92.0

Results for Cc1nc2ccccc2c(/C=C/c2ccccc2)c1C(=O)/C=C/c1ccc(Cl)cc1 ?
MALME-3M: 40.8; HS 578T: 27.9; MCF7: 14.2; LOX IMVI: -90.3*; UACC-257: 29.9; T-47D: 13.4; UACC-62: 34.9

What do the screens show for `COc1ccc(C(=O)c2sc(Nc3cccc(F)c3)nc2N)cc1`?
MALME-3M: 98.7; HS 578T: 101.2; MCF7: 96.4; BT-549: 104.5; LOX IMVI: 99.3; UACC-257: 81.6; T-47D: 98.8; UACC-62: 106.0

Results for O=S(=O)(NCCCNc1cc(-c2cn(-c3ccccc3)nc2-c2ccccc2)ccn1)c1cccc2ccccc12 ?
MALME-3M: 46.5; HS 578T: 40.7; MCF7: 29.3; BT-549: 48.8; LOX IMVI: 58.0; T-47D: 27.2; UACC-62: 71.3

How did Cc1ncc(C(=O)O)c(C(=O)O)c1N do in these assays?
MALME-3M: 93.8&98.5; HS 578T: 98.6&98.6; MCF7: 94.7&89.2; BT-549: 110.9&113.3; LOX IMVI: 93.3&96.7; UACC-257: 99.1&104.6; T-47D: 110.2&103.9; UACC-62: 97.3&96.7

Results for COc1cc2c(c(OC)c1OC)CCc1cnoc1-2 ?
MALME-3M: 100.2; HS 578T: 105.9; MCF7: 103.8; BT-549: 101.1; LOX IMVI: 92.1; UACC-257: 102.8; T-47D: 97.7; UACC-62: 98.9

Results for COc1ccc(/C=C2\CN(C)CC3C2=NN(c2ccc(S(N)(=O)=O)cc2)C3c2ccc(OC)cc2)cc1 (stereo unspecified) ?
MALME-3M: 99.6; HS 578T: 106.7; MCF7: 85.1; BT-549: 92.5; LOX IMVI: 96.4; UACC-257: 109.8; T-47D: 75.7; UACC-62: 83.3

How did CCN1C(=O)N(CC)C2Nn3c(s/c(=C4\C(=O)N(CCc5ccccc5)c5ccccc54)c3=O)=NC21 (stereo unspecified) do in these assays?
MALME-3M: 97.2; HS 578T: 83.5; MCF7: 97.5; BT-549: 101.0; LOX IMVI: 109.7; UACC-257: 97.4; T-47D: 94.6; UACC-62: 90.4

What do the screens show for `CCN1CCN(CC(=O)Nc2nc3ccc(NCc4ccc([N+](=O)[O-])cc4)cc3s2)CC1`?
MALME-3M: 85.4; HS 578T: 89.8; MCF7: 83.4; BT-549: 93.7; LOX IMVI: 88.5; UACC-257: 104.4; T-47D: 84.5; UACC-62: 85.7

Results for C=C(C)P(=O)(OC(C)CCl)OC(C)CCl (stereo unspecified) ?
MALME-3M: 101.4; MCF7: 100.9; BT-549: 99.8; LOX IMVI: 112.4; UACC-257: 104.2; T-47D: 103.3; UACC-62: 106.7

How did CC(=O)NCCCN1c2nc3ccccc3cc2Sc2cc3ccccc3nc21 do in these assays?
MALME-3M: 87.3; HS 578T: 62.8; MCF7: 59.8; BT-549: 99.4; LOX IMVI: 83.2; UACC-257: 90.6; T-47D: 82.6; UACC-62: 77.6

What do the screens show for `COc1cccc2c1C(=O)c1c(O)c3c(c(O)c1C2=O)C[C@@](O)(C(C)=O)C[C@@H]3O[C@H]1C[C@H](N)[C@H](O)[C@H](C)O1`?
MALME-3M: -70.7*; HS 578T: -17.6*; MCF7: 0.0*; BT-549: -58.8*; LOX IMVI: -35.0*; UACC-257: -47.3*; T-47D: -12.2*; UACC-62: -65.8*

How did O=C(O)CCN1C(=O)/C(=C/c2ccc(-c3cccc([N+](=O)[O-])c3)o2)SC1=S do in these assays?
MALME-3M: 94.1; HS 578T: 88.7; MCF7: 94.7; BT-549: 94.4; LOX IMVI: 91.4; UACC-257: 96.3; T-47D: 93.8; UACC-62: 94.2

How did O=C(Cn1cc(CSc2nnc3oc4ccccc4n23)nn1)Nc1ccc(F)cc1 do in these assays?
MALME-3M: 95.2; HS 578T: 86.4; MCF7: 87.6; BT-549: 113.5; LOX IMVI: 88.8; UACC-257: 101.2; T-47D: 80.6; UACC-62: 75.3

How did Cc1cccc(C[C@H](NC(=O)Nc2ccc(Cl)cc2F)C(=O)N[C@@H]2C(=O)N3C[C@H](O)C[C@H]3C(=O)N3CCCC[C@H]3C(=O)N[C@@H](C)C(=O)N3C[C@H](C)C[C@H]3C(=O)O[C@H]2C)c1 do in these assays?
MALME-3M: 7.7*; HS 578T: 10.9; MCF7: 6.4*; BT-549: -9.8*; LOX IMVI: 9.1*; UACC-257: 14.9; T-47D: 5.4*; UACC-62: -26.1*

What do the screens show for `CC(C)OC(=S)NC(=O)c1ccccc1`?
MALME-3M: 90.9; HS 578T: 94.7; MCF7: 93.9; BT-549: 99.5; LOX IMVI: 94.4; UACC-257: 97.7; T-47D: 80.7; UACC-62: 97.4

What do the screens show for `CCOC(=O)N1C=CC2C=CC1C1C=CC=CC2N1C(=O)OCC` (stereo unspecified)?
MALME-3M: 94.8; HS 578T: 87.5; MCF7: 76.8; BT-549: 89.4; LOX IMVI: 101.8; UACC-257: 87.7; T-47D: 98.9; UACC-62: 91.6

How did Cc1c(C(=O)C(SC(=S)N2CCCCC2)SC(=S)N2CCCCC2)nnn1-c1ccc(Cl)cc1 do in these assays?
MALME-3M: 92.4; HS 578T: 100.7; MCF7: 55.6; BT-549: 104.6; LOX IMVI: 98.1; UACC-257: 102.4; T-47D: 93.0; UACC-62: 86.3

What do the screens show for `CC(=O)N1CCN(CCNC(=O)n2cc(-c3ccncc3)c(-c3cc(O)cc(Cl)c3)n2)CC1`?
MALME-3M: 31.9; HS 578T: 91.9; MCF7: 93.4; LOX IMVI: 68.3; UACC-257: -34.0*; T-47D: 100.3; UACC-62: 27.8

What do the screens show for `CC(C)C1C2=C(NCCN1C(=O)Cc1ccccc1)C(C)(C)N(Cc1ccccc1)C2=O` (stereo unspecified)?
MALME-3M: 98.3; HS 578T: 102.8; MCF7: 95.3; BT-549: 99.7; LOX IMVI: 101.2; UACC-257: 96.7; T-47D: 91.8; UACC-62: 92.4

Results for CC1=NC2=CC=CC3=NC(C(Cl)(Cl)Cl)=NC(=N1)N23 ?
MALME-3M: 33.6; HS 578T: 62.6; MCF7: 62.7; BT-549: 45.9; LOX IMVI: 80.6; UACC-257: 63.9; T-47D: 61.4; UACC-62: 69.5

What do the screens show for `O=C(N/N=C/c1c[nH]c2ccccc12)c1cn(C2CC2)c2cc(N3CCNCC3)c(F)cc2c1=O`?
MALME-3M: 104.3; HS 578T: 102.6; MCF7: 76.4; BT-549: 96.5; LOX IMVI: 118.8; UACC-257: 106.2; T-47D: 85.7; UACC-62: 98.3

What do the screens show for `COCCCn1nnc2ccccc2c1=O`?
MALME-3M: 110.0; HS 578T: 108.0; MCF7: 96.2; BT-549: 103.3; LOX IMVI: 98.5; UACC-257: 87.6; T-47D: 99.5; UACC-62: 100.8

What do the screens show for `COc1cccc(/C=C2/SC(=S)N(Cc3ccco3)C2=O)c1OC`?
HS 578T: 123.9; MCF7: 54.6; BT-549: 90.7; LOX IMVI: 17.5; UACC-257: 91.1; T-47D: 80.7; UACC-62: 88.4

What do the screens show for `C/C(=C(/C)C1CC1CCNS(=O)(=O)c1ccc(C)cc1)c1cc(C)cc(C)c1` (stereo unspecified)?
MALME-3M: 97.6; HS 578T: 90.8; MCF7: 87.2; BT-549: 131.3; LOX IMVI: 93.4; UACC-257: 105.7; T-47D: 83.0; UACC-62: 83.3

Structures from the list above that have fluorine (5):
What do the screens show for `COc1cc(/C=N\NC(=O)c2c(C)nn(CC(O)c3ccccc3)c2N)ccc1OC(F)F` (stereo unspecified)?
MALME-3M: 109.8; HS 578T: 99.3; MCF7: 87.3; BT-549: 114.7; LOX IMVI: 97.9; UACC-257: 105.6; T-47D: 97.7; UACC-62: 96.2

What do the screens show for `COc1ccc(C(=O)c2sc(Nc3cccc(F)c3)nc2N)cc1`?
MALME-3M: 98.7; HS 578T: 101.2; MCF7: 96.4; BT-549: 104.5; LOX IMVI: 99.3; UACC-257: 81.6; T-47D: 98.8; UACC-62: 106.0

How did O=C(Cn1cc(CSc2nnc3oc4ccccc4n23)nn1)Nc1ccc(F)cc1 do in these assays?
MALME-3M: 95.2; HS 578T: 86.4; MCF7: 87.6; BT-549: 113.5; LOX IMVI: 88.8; UACC-257: 101.2; T-47D: 80.6; UACC-62: 75.3

How did Cc1cccc(C[C@H](NC(=O)Nc2ccc(Cl)cc2F)C(=O)N[C@@H]2C(=O)N3C[C@H](O)C[C@H]3C(=O)N3CCCC[C@H]3C(=O)N[C@@H](C)C(=O)N3C[C@H](C)C[C@H]3C(=O)O[C@H]2C)c1 do in these assays?
MALME-3M: 7.7*; HS 578T: 10.9; MCF7: 6.4*; BT-549: -9.8*; LOX IMVI: 9.1*; UACC-257: 14.9; T-47D: 5.4*; UACC-62: -26.1*

What do the screens show for `O=C(N/N=C/c1c[nH]c2ccccc12)c1cn(C2CC2)c2cc(N3CCNCC3)c(F)cc2c1=O`?
MALME-3M: 104.3; HS 578T: 102.6; MCF7: 76.4; BT-549: 96.5; LOX IMVI: 118.8; UACC-257: 106.2; T-47D: 85.7; UACC-62: 98.3
